Yeast eIF2B: eIF2B (yeast) activity modulation. S. cerevisiae eIF2B-epsilon R284H, GCN4-lacZ luminescence. inhibition, % at 25 µM (by protocol). hit rate 0.91% among 27,000;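 active = mutant luminescence inhibited past about 50% while wild type luminescence and mutant growth stay under set limits, limit read from the data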; note: some compounds called inactive have numbers as strong as hits
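Material – yeast eIF2B-epsilon R284H mutant carrying GCN4–beta-galactosidase fusion · Medium – YPD yeast growth medium · Compound – one concentration, 25 µM, 0.25% DMSO · Times – 16 h at 30 °C exposure · Signal – Beta-Glo luminescence plus absorbance at 595 nm · Read-out – % inhibition of reporter signal and growth versus controls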
Yeast growth tox: Inhibits yeast growth, turbidity readout. S. cerevisiae wild-type growth, A595 turbidity, 16 h. growth inhibition, % at 25 µM (by protocol). hit rate 0.3% among 30,000. AID 685;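 active = mutant and wild-type yeast strains alike exhibit over 30% growth inhibition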;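 note: 0% = untreated cell controls and 100% = YPD media blanks without cells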
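System – wild-type and eIF2Bepsilon-R284H mutant S. cerevisiae, screened separately · Measured by – absorbance at 595 nm (turbidity) · Timing – 16 h compound exposure during growth at 30 °C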
Yeast growth tox inhibition %: also measured in Yeast growth tox; calls as there; growth inhibition, %; S. cerevisiae eIF2Bepsilon-R284H mutant growth, A595 turbidity, 16 h;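 each compound tested once at 25 µM; 0% equals untreated cells and 100% equals cell-free medium blanks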
Yeast eIF2B mutant toxicity: second read-out of Yeast eIF2B, no call of its own (marks repeat the call); growth inhibition, %; measured here: mutant yeast growth, toxicity;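 each compound tested once at 25 µM; zero equals untreated control growth and 100 equals blank medium absorbance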
The depositor's hits bear a star; x = no result given.

The first 4 compounds as a preview:
Letters: A = Yeast eIF2B; B = Yeast eIF2B mutant toxicity; C = Yeast growth tox; D = Yeast growth tox inhibition %
COC(=O)c1ccc(-n2c(C)nc3ccccc3c2=O)cc1
  A: x | B: x | C: 13 | D: 13

Oc1ccc(Br)cc1CN1CCN(c2ccccc2)CC1
  A: 18 | B: -11 | C: 9 | D: -11

CCc1c(C)nc(N)nc1N1N=C1SCC(N)=O
  A: x | B: x | C: 19 | D: 10

CN(CC(=O)Nc1ccccc1-c1ccccc1)C1CCCCC1
  A: 15 | B: 3 | C: 17 | D: 3

The listing, from the start:
Letters: A = Yeast eIF2B; B = Yeast eIF2B mutant toxicity; C = Yeast growth tox; D = Yeast growth tox inhibition %
COC(=O)c1ccc(-n2c(C)nc3ccccc3c2=O)cc1
  A: x | B: x | C: 13 | D: 13

Oc1ccc(Br)cc1CN1CCN(c2ccccc2)CC1
  A: 18 | B: -11 | C: 9 | D: -11

CCc1c(C)nc(N)nc1N1N=C1SCC(N)=O
  A: x | B: x | C: 19 | D: 10

CN(CC(=O)Nc1ccccc1-c1ccccc1)C1CCCCC1
  A: 15 | B: 3 | C: 17 | D: 3

CCOC(=O)c1c(C)n(Cc2ccccc2)c2ccc(OCC(O)Cn3nc(C)cc3C)cc12 (configuration not stated)
  A: 45 | B: -4 | C: -19 | D: -4

Cc1cc(CN(C)C)c(OC(=O)N(C)C)cc1C
  A: 20 | B: 8 | C: 18 | D: 8

CCSc1nnc([C@@H](N)Cc2ccccc2)o1
  A: 16 | B: -19 | C: -14 | D: -19

O=C(Cc1cccs1)N1CCC2(CC1)OCCO2
  A: x | B: x | C: 8 | D: 4

CC(C)(C)c1nc(N2CCN(C(=O)c3ccco3)CC2)c2nnn(Cc3ccccc3Cl)c2n1
  A: 13 | B: x | C: -13 | D: 0

C1=C(c2c[nH]c3ccccc23)CCNC1
  A: 21 | B: x | C: x | D: x

CC(=C1C(=O)c2ccccc2C1=O)N1CCN(CCN=Cc2c(O)n(C)c(=O)n(C)c2=O)CC1
  A: 38 | B: -25 | C: 2 | D: -25

CCC(C)NS(=O)(=O)c1ccc(OCC(=O)N2CCN(CC)CC2)cc1 (configuration not stated)
  A: -14 | B: 10 | C: -1 | D: 10

O[C@H]1C2CCC1C(N1CCCCC1)CC2 (some centres not stated)
  A: 24 | B: 19 | C: 32 | D: 19

CC1CN=C(Nc2cccc3ccccc23)S1 (configuration not stated)
  A: 17 | B: -3 | C: 22 | D: -3

Cc1cc(C)nc(NC2=NCCS2)n1
  A: -10 | B: x | C: -8 | D: 0

CN1CCN(Cc2ccc(Br)s2)CC1
  A: x | B: x | C: -5 | D: 8

CCOC(=O)C(O)(c1ccc(N(CC)S(=O)(=O)c2ccc(C)cc2)cc1)C(F)(F)F (configuration not stated)
  A: x | B: x | C: 5 | D: 6

CCOc1ccc(-n2c(O)c(C=NCCCn3ccnc3)c(=O)[nH]c2=O)cc1
  A: x | B: x | C: 19 | D: 11

Cc1cccc(-c2nc3ccccc3c(=O)n2-n2cccc2)c1
  A: 15 | B: 7 | C: 9 | D: 7

Cc1cc(Cl)ccc1OCC(=O)O
  A: -1 | B: x | C: 8 | D: 0

c1ccc2c(CNC3CCCCC3)c[nH]c2c1
  A: x | B: x | C: 8 | D: 7

Cc1ccc(-n2c(O)c(C=NCc3cccnc3)c(=O)[nH]c2=O)cc1C
  A: 18 | B: x | C: 4 | D: 0

Cn1c(=O)cc(SCC(=O)N2CCC3(CC2)OCCO3)c2ccccc21
  A: 2 | B: 2 | C: 4 | D: 2

CC1CN(O)C2CCc3c(no[n+]3[O-])C12O (configuration not stated)
  A: 10 | B: -11 | C: 18 | D: -11

CCCCCCn1c(O)c(C(C)=NC)c(=O)[nH]c1=O
  A: 15 | B: 9 | C: 30 | D: 9

CC(N)Cc1c[nH]c2ccc(Cl)cc12 (configuration not stated)
  A: 6 | B: -5 | C: 1 | D: -5

O=C(c1cccs1)N1C2CCC1CC(O)(c1cccnc1)C2 (configuration not stated)
  A: x | B: x | C: 30 | D: 4

CC(c1ccccc1F)n1cc(C(=O)Nc2ccc3nc[nH]c3c2)nn1 (configuration not stated)
  A: 31 | B: 11 | C: 9 | D: 11

O=C1NC(=O)C(=Cc2cn(CCOc3ccc4c(c3)OCO4)c3ccccc23)C(=O)N1
  A: -8 | B: -11 | C: -2 | D: -11

CC(=O)OC1C2CCC1C(N1CCCC1)CC2 (configuration not stated)
  A: -1 | B: -5 | C: 17 | D: -5

Fc1ccc(C2=CCN(C(c3cccs3)c3nnnn3CCc3ccccc3)CC2)cc1 (configuration not stated)
  A: x | B: x | C: 19 | D: 11

O=c1[nH]c(CN2CCNCC2)nc2ccccc12
  A: 23 | B: -5 | C: 10 | D: -5

Cc1nn(Cc2ccccc2)c(C)c1C(=O)OCC(=O)NCc1ccco1
  A: x | B: x | C: 12 | D: 17

COc1ccccc1CN1CCN(C(=O)Cc2ccccc2)CC1
  A: 1 | B: x | C: 0 | D: 0

CC(C)Oc1ccc(C2C(C#N)=C(N)Oc3c2c(=O)oc2ccccc32)cc1 (configuration not stated)
  A: 19 | B: -9 | C: 17 | D: -9

CC(N)Cc1c[nH]c2cc3c(cc12)OCCO3 (configuration not stated)
  A: 24 | B: 11 | C: 13 | D: 11

COC(=O)c1cncn1C(C)c1ccccc1 (configuration not stated)
  A: 14 | B: 4 | C: -4 | D: 4

Cn1cccc1CNCCc1ccccc1
  A: 3 | B: -18 | C: -5 | D: -18

Cc1ccc(S(=O)(=O)N2CN3CCN(C3)C2)cc1
  A: 22 | B: -5 | C: 5 | D: -5

O=C(COc1ccccc1)N1CCN(C/C=C/c2ccccc2)CC1
  A: 20 | B: -12 | C: 11 | D: -12

O=c1[nH]c(=O)n(CCc2ccccc2)c(O)c1C=NCCCn1ccnc1
  A: 12 | B: -7 | C: 18 | D: -7

O=S(=O)(c1ccc(Cl)cc1)N1CN2CCN(C2)C1
  A: 19 | B: -18 | C: 18 | D: -18

COc1ccc(-n2c(O)c(C(C)=NC3CC3)c(=O)[nH]c2=O)cc1
  A: 25 | B: -9 | C: 9 | D: -9

CCCn1ncc(C(=O)O)c1C
  A: x | B: x | C: -16 | D: -11

CCCCCCN=C(CC)c1c(O)n(CCCC)c(=O)[nH]c1=O
  A: 15 | B: -10 | C: 16 | D: -10

Nc1c(C(=O)NCCCc2ccccc2)c2nc3ccccc3nc2n1Cc1cccs1
  A: x | B: x | C: 7 | D: -4

CCOc1ccc(C2SCC(=O)Nc3c2c(=O)[nH]n3C2CCCCCC2)cc1 (configuration not stated)
  A: 7 | B: x | C: x | D: x

Cc1ccc(S(=O)(=O)Cc2ccc(C(=O)N3CCC4(CC3)OCCO4)o2)cc1
  A: 35 | B: -18 | C: -13 | D: -18

Oc1c(Br)cc(Br)cc1CN1CCN(Cc2ccccc2)CC1
  A: 19 | B: 15 | C: 37 | D: 15

COc1ccc(OC(=O)N(C)C)c(CN(C)C)c1
  A: x | B: x | C: 8 | D: 9

The results go on.
Letters: A = Yeast eIF2B; B = Yeast eIF2B mutant toxicity; C = Yeast growth tox; D = Yeast growth tox inhibition %
COc1cc(Cn2c(N)c(C(=O)NCc3ccco3)c3nc4ccccc4nc32)cc(OC)c1OC
  A: 22 | B: 8 | C: 12 | D: 8

CCCCN1C(=O)C(C2c3ccccc3C(=O)N2Cc2ccccc2)C(=O)NC1=S (configuration not stated)
  A: x | B: x | C: 21 | D: 17

CC(C)Sc1nnc([C@@H](N)Cc2ccccc2)o1
  A: -52 | B: -15 | C: -10 | D: -15

O=c1[nH]c(=S)n(CCC2=CCCCC2)c(O)c1C=NCc1cccnc1
  A: 17 | B: -28 | C: -6 | D: -28

N#Cc1cc2c(nc1SCC(=O)Nc1cc(Cl)ccc1Cl)C1CCN2CC1
  A: 12 | B: 8 | C: -6 | D: 8

COc1ccccc1N=Cc1c(O)n(C)c(=O)n(C)c1=O
  A: -7 | B: -7 | C: x | D: x

CN1C2CCC1CC(OC(=O)c1cc(Cl)cc(Cl)c1)C2 (configuration not stated)
  A: x | B: x | C: -2 | D: 5

CCOP(=S)(OCC)c1ccc(N(C)C)cc1
  A: 6 | B: 5 | C: -5 | D: 5

CCN1CCN(c2ccc(NC(=O)C(C)C)cc2Cl)CC1
  A: 24 | B: -18 | C: 44 | D: -18

Record cards, as listed above. Screens in order: Yeast eIF2B | Yeast eIF2B mutant toxicity | Yeast growth tox | Yeast growth tox inhibition %
O=c1[nH]c(=S)n(CCC2=CCCCC2)c(O)c1C=NCc1cccnc1 is listed as 17 | -28 | -6 | -28
COc1ccccc1N=Cc1c(O)n(C)c(=O)n(C)c1=O is listed as -7 | -7 | x | x

Random excerpt: five entries already listed
Letters: A = Yeast eIF2B; B = Yeast eIF2B mutant toxicity; C = Yeast growth tox; D = Yeast growth tox inhibition %
N#Cc1cc2c(nc1SCC(=O)Nc1cc(Cl)ccc1Cl)C1CCN2CC1
  A: 12 | B: 8 | C: -6 | D: 8

CCOP(=S)(OCC)c1ccc(N(C)C)cc1
  A: 6 | B: 5 | C: -5 | D: 5

COc1cc(Cn2c(N)c(C(=O)NCc3ccco3)c3nc4ccccc4nc32)cc(OC)c1OC
  A: 22 | B: 8 | C: 12 | D: 8

CCN1CCN(c2ccc(NC(=O)C(C)C)cc2Cl)CC1
  A: 24 | B: -18 | C: 44 | D: -18

CN1C2CCC1CC(OC(=O)c1cc(Cl)cc(Cl)c1)C2 (configuration not stated)
  A: x | B: x | C: -2 | D: 5

High-throughput results (PubChem BioAssay)

Only part of the results is shown (hit frequency here may not be typical).
